D1 agonist: agonists of human D1 dopamine receptor | hit rate 1% among 360,000 | HEK293 T-REx D1 cells, calcium flux, agonist mode | activation, % at 2 µM | P21728; in the data active = activation above about 30%; note: 0% is about no effect
Target sequence (P21728 whole entry, looked up): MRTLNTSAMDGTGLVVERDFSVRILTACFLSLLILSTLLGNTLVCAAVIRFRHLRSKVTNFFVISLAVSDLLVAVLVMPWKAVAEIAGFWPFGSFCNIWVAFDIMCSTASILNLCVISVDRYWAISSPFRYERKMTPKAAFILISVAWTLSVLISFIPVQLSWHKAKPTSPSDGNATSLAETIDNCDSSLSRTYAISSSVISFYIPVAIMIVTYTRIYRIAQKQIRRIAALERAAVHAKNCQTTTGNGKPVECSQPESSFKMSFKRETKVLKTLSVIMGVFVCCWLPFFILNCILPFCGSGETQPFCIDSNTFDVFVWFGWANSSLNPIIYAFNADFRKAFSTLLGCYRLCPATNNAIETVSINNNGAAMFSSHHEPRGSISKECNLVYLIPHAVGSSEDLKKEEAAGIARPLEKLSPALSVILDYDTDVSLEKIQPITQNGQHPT
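Tetracycline-induced HEK293 TREx D1 cells, force-coupled to calcium signalling, were dye-loaded with a no-wash calcium kit. Compound was pin-added after a 10 s baseline. Fluorescence was read kinetically at 1 cycle/s for 180 s, with calcium rises flagged as agonism.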
Vif-A3G inh: blocks the Vif interaction with human APOBEC3G; Q9HC16; HeLa A3G-eYFP + Vif (tagged APOBEC3G with the HIV-1 protein that degrades it), YFP fluorescence, overnight; Potency, µM (titrated, usually from 46.1 µM), without a hit: at the top dose activity, negative = active, usual class: inhibitors; hit rate 0.076% among 410,000; AID 602310;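 note: potency is the fitted concentration of half-maximal effect; % is set by controls: 0 for no effect and ±100 for the full control effect; nearly all actives have a fitted effect of over 60% in size; hits raise eYFP signal because A3G escapes Vif-driven loss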
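HeLa cells stably expressing Vif and C-terminally eYFP-tagged A3G, seeded overnight at 37 deg C, then exposed to compound by pintool overnight at 37 deg C. Rise in yellow fluorescence (Ex 488/Em 500-530, Acumen) marks blocked Vif-driven A3G degradation.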
RXFP1 ag: agonists of human relaxin receptor RXFP1; Q9HBX9; HEK293T-RXFP1 cAMP TR-FRET, 30 min; response scale: percent of porcine relaxin response, buffer zero; Potency, µM (highest dose often 57.5 µM), for inactives: at the highest dose activation, usual class: activators; hit rate 0.3% among 370,000; note: potency is the fitted concentration of half-maximal effect; % is set by controls: 0 for no effect and ±100 for the full control effect; nearly all actives have a fitted effect of over 60% in size; many of its hits are not listed in these tables
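HEK293 cells stably expressing RXFP1, treated 30 min at 37C with compounds plus PDE4 inhibitor Ro 20174; cAMP measured by HTRF TR-FRET. Normalized to buffer and 29 nM porcine relaxin; EC50 by Hill fit.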
Glioma ERSR ind: induces the endoplasmic reticulum stress response in human glioma cells. hit rate 0.02% among 420,000. U87-MG GRP78 promoter luciferase reporter, 16 h. Potency, µM, for the others: top-dose activation, actives largely listed as activators; note: potency is the fitted concentration of half-maximal effect; series mostly up to about 76 µM; % of control where 0% means no effect; nearly all actives have a fitted effect of over 35% in size
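Stably transfected U87-MG glioma cells carrying a GRP78-based luciferase sensor; 16 h compound incubation. Luminescence end-point read 10 min after Bright-Glo addition at room temperature.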
D2 potentiator: D2 dopamine receptor (human) potentiation; hit rate 0.34% among 340,000; P14416; potentiation, % at 10 µM; AID 485347; HEK293 T-REx D2, calcium flux, EC20 dopamine potentiation;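 active = potentiation over 3 SD above the plate norm, cut at about 30% in these data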; note: 0% is about no effect
Target sequence (P14416 whole entry, looked up): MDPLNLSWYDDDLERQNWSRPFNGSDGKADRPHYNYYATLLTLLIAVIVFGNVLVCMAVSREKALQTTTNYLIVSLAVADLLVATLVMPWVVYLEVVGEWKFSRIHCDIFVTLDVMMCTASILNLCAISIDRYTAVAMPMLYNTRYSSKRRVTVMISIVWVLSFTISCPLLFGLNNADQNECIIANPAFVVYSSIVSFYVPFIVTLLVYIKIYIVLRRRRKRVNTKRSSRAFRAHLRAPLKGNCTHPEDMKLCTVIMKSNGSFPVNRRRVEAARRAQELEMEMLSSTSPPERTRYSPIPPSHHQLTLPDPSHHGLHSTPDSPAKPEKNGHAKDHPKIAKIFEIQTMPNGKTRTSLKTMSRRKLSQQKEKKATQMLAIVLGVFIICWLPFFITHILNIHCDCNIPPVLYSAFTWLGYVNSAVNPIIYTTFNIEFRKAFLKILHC
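Tetracycline-induced HEK293 T-REx cells force-coupled to calcium signalling expressed D2; compounds were pin-added after a 10 s baseline, read kinetically 180 s, then an EC20 dopamine challenge followed with a further 180 s calcium read.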
LDHA inh: blocks human lactate dehydrogenase A; purified LDHA, NADH/diaphorase-resazurin fluorescence; hits give low values; hit rate 0.15% among 480,000; P00338; activity change, % (values are at about 110 or 230 µM); in the data active = activity change below about -30%; inconclusive = mostly about -25% to -30%;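 note: plate controls were DMSO wells for no effect and wells without enzyme for full effect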
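Enzyme activity of human lactate dehydrogenase 5 (2 nM; 0.06 mM NADH, 0.2 mM pyruvate, 5 min, RT) is measured via a resazurin/diaphorase fluorescence readout of residual NADH.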
D1 antagonist: blocks dopamine activation of the human D1 receptor; hit rate 3.2% among 360,000; P21728; activity change, negative = inhibition, % at 10 µM; HEK293 TREx D1 cells, calcium flux, dopamine EC80; hits give low values; in the data active = activity change below about -30%; note: % is set by controls: 0 for no effect and ±100 for the full control effect
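After overnight tetracycline induction at 30 C, force-coupled D1 HEK293 cells took up a no-wash calcium dye at room temperature. Compounds were added and monitored 180 s, and the response to EC80 dopamine was then recorded.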
D1 PAM: potentiators of human D1 dopamine receptor | P21728 | HEK293 TREx D1 cells, calcium flux, dopamine EC20 potentiation | potentiation, % at 10 µM | hit rate 0.036% among 360,000; in the data active = potentiation above about 30%; note: 0% is about no effect
Vif-A3F inh: inhibitors of Vif-A3F interaction | HeLa A3F-eYFP + Vif (tagged APOBEC3F with the HIV-1 protein that degrades it), YFP fluorescence increase | Potency, µM (top dose mostly 46.1 µM), for inactives: top-dose activity, negative = active | hit rate 0.2% among 390,000 | AID 602313; note: potency is the fitted concentration of half-maximal effect; % of control where 0% means no effect; nearly all actives have a fitted effect of over 65% in size
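HeLa cells stably expressing Vif plus C-terminally eYFP-tagged A3F were seeded, incubated overnight at 37 deg C, dosed with compound, incubated overnight again at 37 deg C. Yellow fluorescence (Ex 488/Em 500-530) reported blocked Vif-mediated A3F-eYFP degradation.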
Active calls of the source: *; ? = inconclusive; . = not tested or not shown; & = joins results of further samples. Unless noted, calls come from the whole dose curve; as a rule, active = well fitted curve in the direction sought with a large enough effect; inconclusive = small, poorly fitted or top-dose-only effect, or another doubt; inactive = no such curve, though single readings can be large; an effect the other way counts as inactive or inconclusive. Some of the compounds tested, so the mix of outcomes need not match the whole.

SMILES	D1 PAM	Glioma ERSR ind	Vif-A3F inh	LDHA inh	RXFP1 ag	D2 potentiator	Vif-A3G inh	D1 antagonist	D1 agonist
O=C(Nc1ccc(NC(=S)NC(=O)c2ccccc2F)cc1)c1cccs1	-2.7	-3.5%	-0.4%	-5.7	2.3%	-4.7	-7.3%	13.0	-1.2
COC(=O)c1ccc(NC(C)=O)o1	-4.8	-0.8%	-13.2%	-3.1	1.6%	-6.3	1.4%	6.7	5.4
CC1CCCC(C)N1C(=O)COC(=O)c1ccccc1O (centres undefined)	.	4.5%	-11.9%	1.1	.	.	-0.6%	.	.
CCCC(C(=O)Nc1ccncc1)c1ccccc1 (centres undefined)	-6.3	-5.7%	5.8%	0.9	0.1%	14.0	-4.4%	-39.8*	9.5
CCOc1ncccc1C(=O)Nc1nc(SC)ns1	-6.0	7.5%	-2.1%	-12.7	0.6%	5.6	-4.8%	6.3	-0.2
O=C(OCC(=O)c1ccc[nH]1)c1ccc2ccccc2n1	0.1	-2.0%	-8.5%	-2.8	0.6%	.	0.6%	-12.6	1.4
COc1ccc(NC(=O)Nc2ccc(OC)c(OC)c2)c([N+](=O)[O-])c1	-4.5	-1.7%	3.6%	7.2	3.6%	4.8	-0.6%	-3.6	0.0
COCCNC(=O)C1CCN(C(=O)c2cc3sccc3n2Cc2ccc(Cl)cc2)CC1	-4.7	-1.4%	4.5%	-7.8	-0.2%	-0.1	2.4%	-24.4	15.2
COc1ccc(-c2cc(-c3ccccc3)c(C#N)c(S(C)=O)n2)cc1 (centres undefined)	-5.2	-3.6%	-7.6%	-1.9	2.6%	.	-2.1%	11.1	0.2
Cc1nc(/C(N)=N/OC(=O)Cc2ccccc2)no1	-5.8	-1.0%	9.0%	-0.9	-0.2%	0.1	0.3%	-8.4	6.4
O=c1c(N2CCc3ccccc3C2)csc2ccc(F)cc12	-2.4	.	.	-4.8	1.3%	0.9	.	4.7	12.6
O=C(N/N=C/c1ccoc1)c1ccccc1O	0.8	6.4%	0.5%	3.9	-0.4%	-12.5	-11.0%	-4.7	2.7
CCCN1CCN(CCCNC(=S)Nc2ccc(OC)cc2)CC1	-5.7	-2.8%	5.0%	-7.5	0.8%	-2.8	-2.7%	-11.8	1.1
COc1ccc(N2CCN(C(=O)CCn3c(=O)[nH]c4cc(OC)c(OC)cc4c3=O)CC2)cc1	4.6	-3.7%	-7.2%	-0.8	-0.5%	-0.9	1.9%	-4.7	0.3
CCCCNc1nc(-c2ccccc2)nc(-n2ccnc2)n1	-7.3	-1.1%	2.4%	-6.4	0.2%	5.0	0.2%	-38.0*	0.8
CCCN1Cc2cccc(C(=O)Nc3ccc(C)cc3)c2C1=O	-4.5	3.0%	0.3%	-3.1	-1.7%	-3.1	-2.2%	-1.3	0.7
CCOc1ccc(OCCSc2nc3ccccc3c(=O)[nH]2)cc1	-3.1	1.2%	-10.4%	-12.6	24.6%	-2.8	2.0%	-1.9	1.1
CCC(C)c1ccc(-n2c(=O)c3ccccc3n3c(=S)[nH]nc23)cc1 (centres undefined)	.	2.9%	-0.4%	-15.6	?	2.0	-0.8%	7.9	4.8
COC(=O)C1=C(C(=O)OC)[C@@H]2N(C)c3ccc(OC)cc3[C@@]23C[C@@H](C(=O)OC)N(C(=O)CC(C)C)C3=N1	.	-4.1%	1.0%	9.9	.	.	-9.7%	.	.
CCN1CCN(c2ncnc3c2c(-c2ccccc2)cn3-c2ccc(F)cc2)CC1	-7.5	-5.5%	1.4%	-3.3	-0.9%	.	-0.4%	-3.6	3.2
Cc1cc(OCCCC(=O)NCCc2ccccn2)ccc1Cl	-6.2	0.9%	3.4%	-9.5	-0.1%	.	0.6%	-10.0	5.5
S=C(NC1CCCCC1)N1CCN(c2ncccn2)CC1	-5.3	-3.3%	1.9%	-8.8	-1.2%	.	1.5%	6.0	2.4
Cc1ccc(S(=O)(=O)N2CC(O)CC2C(=O)O)cc1 (centres undefined)	-4.8	-4.5%	0.4%	-8.3	2.0%	-2.3	2.4%	9.9	2.0
CCCCn1c(N)c(N(CCOC)C(=O)CCCc2nc3ccccc3c(=O)[nH]2)c(=O)[nH]c1=O	-3.9	-3.0%	?	2.6	-0.4%	3.2	1.2%	20.5	2.0
COc1ccccc1N(CC(=O)NCCSCc1cccc(Cl)c1)S(C)(=O)=O	-5.5&-1.1	-4.9%&-0.1%	1.7%&5.1%	-0.4&-1.6	1.4%&1.6%	3.0&-8.7	1.4%&2.3%	-9.7&1.1	7.4&7.8
Oc1ccc(-c2nc3ccccc3nc2-c2ccccc2)cc1	-1.1	-2.2%	3.7%	-1.1	1.0%	.	-2.6%	-13.2	-0.2
C/C(CC(=O)Nc1cccc(Cl)c1Cl)=N\NC(=O)C(=O)N1CCCC1	1.0	-0.6%	0.4%	-3.0	5.5%	12.5	4.7%	-14.7	2.6
COC(=O)Nc1ccc(S(=O)(=O)Nc2ccc(O)cc2)cc1	2.8	-3.6%	-1.8%	3.5	0.0%	0.0	2.4%	2.5	0.6
Cc1cn(C2CCCO2)c(=O)nc1N (centres undefined)	.	-7.0%	-13.0%	-6.9	.	.	0.6%	.	.
O=C(Nc1nc2c(s1)CCCC2)c1ccccc1F	0.5	-11.7%	-0.8%	-4.1	0.2%	0.2	-3.7%	-5.1	-1.0
N#CC(c1ccccc1)c1ccc2c(C(F)(F)F)cc(C(F)(F)F)nc2n1 (centres undefined)	-0.1	-10.1%	-2.2%	-2.3	-0.6%	15.3	9.4%	-7.5	3.5
CCN1CCCC1CNC(=O)C(=O)Nc1ccccc1OC (centres undefined)	0.1	-1.8%	0.7%	-3.5	-0.9%	0.0	-1.1%	-21.7	-0.9
COCCN(CC1CCCN(C2Cc3ccccc3C2)C1)C(=O)CCC(F)(F)F (centres undefined)	-6.0	3.9%	-1.1%	-0.9	-0.2%	12.7	-9.2%	56.1	-3.4
CSc1ccccc1NC(=O)c1c(Br)cnn1C	3.0	-1.7%	-0.1%	-2.9	1.4%	-1.3	-11.8%	-32.7*	1.4
COc1ccccc1CN(C)C(=O)c1cc(S(=O)(=O)N2CCCCCC2)ccc1OC	.	-3.9%	-0.2%	-0.5	.	.	0.2%	.	.
CN1/C(=C\C(=O)CSc2cccc[n+]2[O-])C(C)(C)c2ccccc21	-6.4	-3.3%	-20.7%	1.7	1.6%	7.6	-3.5%	-14.8	5.1
Cc1oc2c(c1C(=O)NCc1cc(C(=O)O)co1)CCCC2	-3.8	-6.9%	-0.2%	0.3	0.4%	-4.1	0.3%	19.9	1.8
Cc1cc(=O)oc2c3c(cc(OCC(=O)NCCC(=O)N[C@@H](C)C(=O)O)c12)OC(C)(C)CC3	-7.0	-8.2%	-7.0%	-16.0	9.7%	0.6	-4.1%	16.6	1.3
CCN(C(=O)COC(=O)c1[nH]c(C)c(C(C)=O)c1C)C1CCS(=O)(=O)C1 (centres undefined)	-4.0	-7.8%	5.7%	-5.4	2.5%	-2.0	-9.4%	-1.9	3.2
COC(=O)C(NC(=O)C(C)Oc1ccccc1)C(C)C (centres undefined)	-2.5	-3.0%	-2.5%	-8.0	1.7%	-2.8	1.4%	2.8	2.0
CCCOc1ccc(Oc2nc(NCC(C)C)nc(N(C)C)n2)nn1	-0.8	0.2%	-0.1%	2.5	-0.3%	2.7	0.7%	-7.2	6.6
Cc1nn(-c2ccccc2)c(C)c1C(=O)OCC(=O)N(C)c1c(N)n(Cc2ccccc2)c(=O)[nH]c1=O	-7.2	-1.1%	4.3%	-2.2	3.6%	-3.5	1.2%	-16.4	-0.1
CS(=O)(=O)N1CCN(C(=O)c2cc(-c3cccnc3)nc3ccc(Cl)cc23)CC1	6.5	0.1%	11.2%	-5.3	-2.8%	5.2	0.2%	-16.5	2.1
COCC(C)NCC(=O)NC(C)CCc1ccccc1 (centres undefined)	-2.4	-3.4%	5.9%	-30.4*	2.3%	4.3	1.6%	3.6	2.0
Cc1cccc[n+]1CC(=O)c1ccc(Cl)cc1	.	-3.7%	7.4%	-2.4	.	.	4.5%	.	.
COc1ccc(N2C(=O)C3CC(C)=C(C)CC3C2=O)c(OC)c1 (centres undefined)	-6.0	1.4%	5.1%	4.3	2.7%	2.3	2.3%	-5.0	0.9
CN1c2ccccc2C(C)(C)C12C=Cc1cc(O)ccc1O2 (centres undefined)	1.2	-1.8%	?	17.0	0.2%	7.6	?	-8.8	1.4
Cc1ccc(C(=O)CCC(=O)NNC(=O)c2ccccc2O)cc1	-1.3	-4.8%	-2.8%	-15.1	-1.9%	10.2	-1.3%	11.5	1.0
COc1cccc(NC(=O)c2oc3ccccc3c2NC(=O)c2ccc3c(c2)OCO3)c1	-4.5	-1.4%	0.5%	-1.3	1.8%	-8.4	-2.2%	-0.2	5.6

Screens: PubChem, National Center for Advancing Translational Sciences (NCATS)
